# Vif inh – HIV Vif inhibition. HEK293T cells, Vif self-association by quenched fluorescence, imaging, 24 h. inhibition, % at 7.49 µM. hit rate 0.35% among 340,000; in the data active means inhibition above about 50%, passing the limit was not always enough; inconclusive means no clear call, values can overlap the other calls; inactive means below about 31%; further: some results filed as inactive read as strong as hits
# HIF-2a inh – HIF-2a inhibition | 786-0 RCC cells HIF-2a reporter, luciferase luminescence, overnight | inhibition, % at 18.8 µM | hit rate 0.72% among 360,000 | AID 624352;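 active means inhibition of the luminescence signal of 40% or more relative to plate controls, in a single-dose primary screen at 18.75 µM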
# Peg3 promoter – inhibitors of Peg3 promoter; HeLa PEG-Prom luciferase reporter, luminescence, overnight; inhibition, % at 20 µM; hit rate 1.7% among 360,000; AID 588405;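 active means inhibition of at least 50% at 20 µM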
# Shn3 3UTR inh – reduces Shn3 3'UTR luciferase signal in osteoblasts; Clone20 osteoblast Shn3 3'UTR firefly luciferase, 24 h; inhibition, % at 12.5 µM; hit rate 0.52% among 360,000; AID 588674;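 active means mean inhibition of at least 75% with every replicate also reaching 75%; inconclusive means mean inhibition at least 75% but some replicate below; inactive means mean inhibition below 75%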;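 further: 0% = median of neutral control wells and 100% = pilot-screen positive control compound; some compounds past the cut are filed as inactive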
# KKLEB tox – counter-screen for CF NF-kB inhibitors: cytotoxicity; KKLEB CF airway cells viability, ATPlite luminescence, overnight; hits give low values; cells stimulated with P. aeruginosa culture filtrate; activity change (cytotoxicity), % at 5 µM; hit rate 0.36% among 360,000; AID 602141;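 active means corrected activity change at or below -50% at 5 µM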
# NR2E3 ag-1 – human photoreceptor-specific nuclear receptor agonism. inhibition of corepressor binding, % at 3.98 µM. CHO-S Gal4-NCOR/VP16-NR2E3 two-hybrid, luciferase. AID 602229. Q9Y5X4. hit rate 0.35% among 360,000;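 active means inhibition above the mean of all tested compounds plus 3 SD, cut at about 70% in these data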;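 further: 0% = DMSO with NR2E3 transfected cells and 100% = cells lacking NR2E3 construct; higher means lower luciferase signal from less NR2E3 corepressor binding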
# Target sequence (Q9Y5X4 whole entry, looked up, the tested form may be a part): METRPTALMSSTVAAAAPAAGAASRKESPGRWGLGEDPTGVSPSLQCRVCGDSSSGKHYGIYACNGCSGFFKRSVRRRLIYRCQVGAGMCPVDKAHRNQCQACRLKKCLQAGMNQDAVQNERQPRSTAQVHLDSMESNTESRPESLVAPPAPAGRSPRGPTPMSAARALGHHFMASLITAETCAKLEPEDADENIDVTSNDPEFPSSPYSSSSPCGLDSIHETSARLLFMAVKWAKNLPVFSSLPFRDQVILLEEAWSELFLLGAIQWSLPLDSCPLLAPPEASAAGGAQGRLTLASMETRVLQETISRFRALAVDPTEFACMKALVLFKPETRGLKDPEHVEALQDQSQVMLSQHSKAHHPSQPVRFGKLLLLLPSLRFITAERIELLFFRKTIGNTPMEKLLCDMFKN
# TRPM1 prom inh – inhibitors of MITF-driven TRPM1 promoter in melanoma cells | hit rate 0.83% among 330,000 | SK-MEL-5 TRPM1 promoter luciferase, 24 h | inhibition, % at 12.5 µM;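 active means mean inhibition across replicates of 60% or more, whatever share of single replicates reaches that level; inconclusive means some that reach 60%, reason not given; inactive means mean inhibition across replicates below 60%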; further: values of inactives mirror those of a sister screen read the other way
# CaV13 ICDI inh – Disruptors of the CACNA1D IQ motif to Ca2+-dependent inactivation inhibitor domain association, primary screening, Förster resonance energy transfer in intact living … | HEK cells, CFP/YFP FRET ICDI-IQ, plate reader, 10 min; percent FRET-ratio fall versus neutral wells | inhibition, % at 12.3 µM | hit rate 0.098% among 340,000;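 active means mean replicate inhibition of at least 30% and at least 1% of replicates passing that level; inconclusive means only one of the two criteria is met; inactive means neither criterion is met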;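 further: 0% = median of the neutral control wells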
# CF NFkB inh – cystic fibrosis NF-kB activation inhibition; hit rate 0.86% among 360,000; inhibition, % at 5 µM; AID 588850; KKLEB NF-kB-GFP reporter, PAF-induced, GFP fluorescence overnight;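 active means at least 50% inhibition at 5 µM, scaled per plate between neutral and stimulator controls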;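 further: PAF is a Pseudomonas aeruginosa culture filtrate used as stimulus; plate controls were PAF-stimulated DMSO wells for no effect and unstimulated DMSO wells for full effect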
# NR2E3 ag-2 – agonists of human nuclear receptor NR2E3. Q9Y5X4. GST-NR2E3/biotin-RetCOR TR-FRET, 1536-well. inhibition of corepressor binding, % at 4.78 µM. hit rate 0.12% among 320,000. AID 2300;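 active means percent inhibition above the cutoff of mean plus 3 SD of all tested compounds, set per screening campaign, cut at about 20% in these data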;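 further: 0% = DMSO wells and 100% = biotin wells as full block of FRET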
#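 Material: NR2E3–RetCOR corepressor complex | Quantity: 1.35 nM GST-tagged NR2E3 final | Schedule: 5 h at 4 °C | Replication: Singlicate compound wells | Reagent: RetCOR corepressor, biotinylated, 7 nM | Controls: Biotin wells as high control, 0.6% DMSO wells as low control | Signal: TR-FRET, Eu(K)-anti-GST donor, streptavidin-D2 acceptor, ex 340, em 617/671 nm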
# PDI inh – blocks human protein disulfide isomerase activity; inhibition, % at 10 µM; P07237; hit rate 0.052% among 350,000; PDI insulin aggregation turbidity, A650, 90 min; AID 588391;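 active means mean inhibition across replicates of 30% or more, whatever share of single replicates reach that level; inconclusive means mean inhibition below 30% while every single replicate reaches 30%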;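 further: absorbance from insulin aggregation driven by PDI reduction with DTT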
# Target sequence (P07237 whole entry, looked up): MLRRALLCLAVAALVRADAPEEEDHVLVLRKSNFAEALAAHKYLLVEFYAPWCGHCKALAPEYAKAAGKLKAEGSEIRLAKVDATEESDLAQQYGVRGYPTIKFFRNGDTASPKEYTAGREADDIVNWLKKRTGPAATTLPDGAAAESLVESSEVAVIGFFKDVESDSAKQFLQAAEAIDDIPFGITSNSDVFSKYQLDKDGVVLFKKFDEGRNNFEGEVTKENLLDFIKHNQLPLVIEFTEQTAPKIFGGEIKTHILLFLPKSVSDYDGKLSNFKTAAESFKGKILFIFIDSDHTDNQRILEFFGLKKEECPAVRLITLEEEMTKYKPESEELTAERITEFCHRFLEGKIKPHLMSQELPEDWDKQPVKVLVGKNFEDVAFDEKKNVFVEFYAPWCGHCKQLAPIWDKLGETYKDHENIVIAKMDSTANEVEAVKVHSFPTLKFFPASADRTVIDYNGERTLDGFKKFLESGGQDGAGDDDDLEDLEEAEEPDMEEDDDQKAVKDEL
# An asterisk follows results filed as active; ? = inconclusive; . = not tested or not shown.
SMILES,Vif inh,HIF-2a inh,Peg3 promoter,Shn3 3UTR inh,KKLEB tox,NR2E3 ag-1,TRPM1 prom inh,CaV13 ICDI inh,CF NFkB inh,NR2E3 ag-2,PDI inh
Cc1ccc(-n2c(SCC(=O)N3CCCCC3)nc(O)c(Cc3ccccc3)c2=O)cc1,-4,3,-5,-11,18,4,4,-3,-5,1,-4
CC(C)Cc1nn2c(=O)cc(CSCC(=O)Nc3ccccc3F)nc2s1,7,1,2,-6,-1,-3,-15,-3,6,-5,3
CCCC(=O)Nc1cc(-c2cn3cccnc3n2)ccc1OC,0,-5,-7,3,4,-17,15,-4,2,-4,5
C#CCSc1nnc(-c2ccc(O)cc2)o1,8,-174,-179,-38,2,-69,-77,-3,5,2,4
CSc1ncc(CN2CCN(CCC(C)C)C(CCO)C2)cn1 (stereo not drawn),-1,11,7,0,-4,1,-1,-7,-2,-3,-6
CC(C)[C@H]1COCCS(=O)(=O)N1Cc1ccccc1F,-5,-4,18,-9,0,-19,11,-5,-16,-3,-3
CCOc1ccc(N(CC(=O)Nc2cc(OC)cc(OC)c2)S(=O)(=O)c2c(C)[nH]c(=O)[nH]c2=O)cc1,0,7,0,-7,4,-22,8,-14,-4,-1,-10
COC(=O)C1=C(O)/C(=C\c2ccc(CNS(=O)(=O)c3ccc(Cl)cc3)o2)N=C1C,10,12,19,4,6,-6,-1,.,-11,-5,5
COC(=O)c1ccc(OCc2nn[nH]n2)cc1,-2,10,13,-13,-2,-21,-7,-2,16,2,0
FC(F)Oc1ccc(C2N=C(c3ccccc3)NO2)cc1 (stereo not drawn),14,-273,-473,-65,3,-149,-116,-4,-5,6,-5
COC(=O)c1ccc(NS(=O)(=O)c2cc3c4c(c2)CCC(=O)N4CCC3)cc1,.,-6,-12,11,-3,46,0,-6,-7,3,0
O=C(NCCCn1ccnc1)c1cc(S(=O)(=O)N2CCOCC2)ccc1F,-11,8,5,-8,2,-21,-2,-5,-10,3,8
CCOc1cc(C(=O)N2CCC(CC3CC(c4cccc(Br)c4)=NO3)(C(=O)NCC3CCCCC3)CC2)cc(OCC)c1OCC (stereo not drawn),-8,1,17,19,-1,-7,21,-6,-6,3,7
COc1cccc(N2CCN(Cc3ccco3)CC2)c1,6,-16,-14,-10,5,5,-11,-2,9,.,14
COc1ccc(-n2ncc3c(=O)n(CC(C)=O)cnc32)cc1,-5,-7,-23,-7,-2,-24,-4,-8,-2,-1,-3
CCOC(=O)c1cc(-c2ccc(OC)cc2)n[nH]1,-4,-259,-248,-58,-13,-49,-91,-5,-12,5,-3
CC(=O)c1cccc(CN2CCN(C3CCCC3)C(CCO)C2)c1 (stereo not drawn),-1,6,-1,-7,6,-18,11,-15,4,1,9
CCC(C)NC(=O)C1CCC(CNS(=O)(=O)c2ccc3c(c2)N(C(C)=O)CCO3)CC1 (stereo not drawn),-1,2,21,-14,-2,-6,-4,-3,8,-4,9
CC(C)(C)c1cc(=O)[nH]c(SCc2ccccc2)n1,-4,6,17,6,5,-5,-1,-3,7,4,-6
O=C(NCCC(=O)N(Cc1ccco1)Cc1cccs1)c1ccc([N+](=O)[O-])cc1,-11,8,22,9,-12,7,3,-6,8,.,7
CCCCOc1ccc(N2C(=O)CC(N(O)c3ccccc3)C2=O)cc1 (stereo not drawn),-17,-65,4,-12,-16,-24,-34,-5,-4,3,-11
O=C(O)C(Oc1ccc(Cl)cc1)c1ccc(Cl)cc1 (stereo not drawn),4,6,16,3,0,3,4,-5,12,.,-4
Nc1nc(N2CCN(c3ccccc3)CC2)n[nH]1,8,13,-7,6,-2,-18,8,6,-14,1,0
Cc1ccc(Nc2c(-c3cccnc3)nc3ccc(Br)cn23)cc1,7,16,5,10,-14,-14,8,-16,4,-5,5
OCCNCCOCCOc1ccccc1-c1ccccc1,-2,11,-13,7,-12,-13,4,-1,16,4,-18
NC(=O)CC[C@H](NC(=O)c1ccc(F)cc1)C(=O)N1CCN(Cc2ccc3c(c2)OCO3)CC1,4,12,12,4,-10,8,-11,-5,-26,.,6
CC(CC(=O)O)CC(=O)Nc1cccc([N+](=O)[O-])c1 (stereo not drawn),-2,14,-1,18,4,-13,-1,-5,-18,0,3
C[C@@H]1CN([C@H](C)CO)C(=O)CCCn2nncc2CO[C@@H]1CN(C)S(=O)(=O)c1ccc(-n2cccn2)cc1,-2,4,-2,2,14,-4,.,-9,-3,.,6
CCc1c(C)nc2nc(SCc3ccccc3)[nH]n2c1=O,14,9,11,4,-10,-17,12,-20,8,0,7
CC(Oc1ccc(Cl)cc1Cl)C(=O)Nc1cccnc1 (stereo not drawn),-2,5,6,16,1,-2,-3,-5,-3,-1,2
CCOC(=O)/C(C#N)=C/c1cccc([N+](=O)[O-])c1,2,0,-1,-3,9,-30,13,-19,-7,-1,1
COc1ccc([C@@H]2C[C@H]3CN(Cc4ccccc4OC)C(=O)[C@]34CCCN24)cc1C,-12,13,-7,23,2,-33,3,-4,7,4,12
CCCCCc1ccc(-c2cn(CCCOCc3ccccc3)nn2)cc1,?,12,-46,22,11,30,6,-5,-21,2,-4
O=C(c1ccccc1)n1ccc2ccccc21,-2,-132,-65,-45,0,-27,-15,-5,4,3,4
COC1=CC(=O)CC(C)C12Oc1c(Cl)c(OC)cc(OC)c1C2=O (stereo not drawn),1,2,25,-11,-42,-24,15,-6,-4,5,-3
CCCC(=O)Nc1cc2c3c(c1)CC(=O)N3CCC2,4,4,5,-11,1,-9,1,-15,0,3,4
O=C(Cn1nnc(-c2cc(C(F)(F)F)cc(C(F)(F)F)c2)n1)NNC(=S)Nc1ccc(Cl)cc1,4,19,5,7,-2,-44,-1,2,-20,2,-5
O=C(c1nc2ccccn2c1CN1CCN(c2ccccc2O)CC1)N1CCCC1,-56,14,-7,12,2,17,1,-6,17,2,-4
COc1ccc(N2C(N)=NC(N)=NC23CCCC3)cc1,5,14,1,14,1,-34,5,.,5,2,-5
O=C(Cn1c(=O)sc2ccccc21)NCc1ccco1,-4,-28,-20,-12,9,-36,-7,0,-21,2,0
CCN1C(=O)c2cccc3c(NC(=O)C(C)(C)C)ccc1c23,8,-5,-4,0,5,-23,-1,.,-13,0,1
O=C(c1ccco1)N1N=C(c2ccncc2)CC1(O)C(F)(F)F (stereo not drawn),1,4,-3,-1,-4,21,-8,10,13,4,10
Cc1ccc(C(=O)OCC(=O)N2CCc3ccccc32)cc1,-18,-126,-187,-69,-1,3,-103,-5,-2,0,7
COc1ccc2c(c1)c(=O)oc1c(C)c(OC(C)C(=O)N[C@@H](Cc3c[nH]c4ccc(O)cc34)C(=O)O)ccc12 (stereo partly drawn),2,-2,4,7,0,11,8,.,-9,2,.
Cc1cc2nc(C3CCCCC3)c(Cc3ccccc3)n2c(C)c1Br,.,-15,-2,7,-4,-1,.,-4,23,.,.
CC(CCc1ccccc1)NC(=O)/C=C/c1ccc(Cl)cc1 (stereo not drawn),2,6,9,-5,6,-7,2,-3,-13,-1,1
COc1ccc(NS(=O)(=O)c2csc(C(=O)N3CCCC3)c2)c(OC)c1,8,12,8,2,-9,-2,-21,-5,10,4,-5
CS(=O)(=O)N1CCN(c2ccccc2NC(=O)Cc2ccccc2)CC1,-7,22,2,7,7,8,5,-5,-3,0,-11
CCN(CC)CCNc1nc(-c2ccc(OC(F)F)cc2)c(C)s1,5,2,-14,7,1,-13,-6,4,-22,3,-1
COc1ccc(C2N(C(C)=O)CCCN2S(=O)(=O)c2ccc(C)cc2)cc1 (stereo not drawn),-6,13,17,7,1,-9,8,-3,2,0,5

# Carrying on:
SMILES,Vif inh,HIF-2a inh,Peg3 promoter,Shn3 3UTR inh,KKLEB tox,NR2E3 ag-1,TRPM1 prom inh,CaV13 ICDI inh,CF NFkB inh,NR2E3 ag-2,PDI inh
Cc1sc2nc[nH]c(=S)c2c1-c1ccccc1,-3,26,40,5,-3,22,-4,2,-1,0,-3
O=C1NC2(CCCCCC2)C(=O)N1Cc1ccc(Br)cc1,-3,20,26,-5,10,2,-3,-3,-47,1,0
O=C1c2ccccc2C(=O)N1CSc1nnc(Nc2ccccc2F)s1,-5,-88,-26,0,-4,-62,-15,-4,-11,3,-2
CCN(CC(=O)NCc1ccc(F)cc1)S(=O)(=O)c1ccc(C)cc1,-9,26,26,-18,-4,-5,-1,-13,0,2,6
CCC(C)[C@H](NC(=O)NCc1ccccc1)C(=O)O (stereo partly drawn),.,4,13,-15,18,-5,7,-8,-19,3,1
CCOC(=O)Cc1csc(NC(=O)Cc2ccccc2)n1,-4,-23,-26,27,-1,-12,8,-2,-16,0,0
O=C(NCc1nc(-c2ccc(C(F)(F)F)cc2)no1)Nc1ccc(F)cc1F,2,11,10,.,6,17,4,-18,2,0,2
O=S(=O)(Nc1ccc(-c2cn3cccnc3n2)cc1)c1ccccc1,7,2,2,-8,5,-5,-13,-4,-3,4,-2
CN(C(=O)CSc1nc(-c2ccc(C(C)(C)C)cc2)c(C#N)c(=O)[nH]1)C1CCCCC1,-8,5,1,-7,8,11,6,-7,9,4,-2
Cc1ccc(Cn2c(CCNc3nc(-c4ccc(Cl)c([N+](=O)[O-])c4)cs3)nc3cc(C(=O)NCCCO)ccc32)cc1,.,-3,37,-13,-13,-35,13,-11,14,-2,1
Cn1c(NCc2ccco2)nc2c1c(=O)n(Cc1ccc(Cl)c(Cl)c1)c(=O)n2C,-21,29,37,52,-5,-10,14,-6,8,3,0
O=C(c1ccco1)N1CCN(C(=O)c2cc(Cl)nc3ccccc23)CC1,.,24,13,5,-12,-15,9,-4,20,-3,-5
O=C(Nc1cccc(S(=O)(=O)N2CCCCC2)c1)c1ccc(S(=O)(=O)C(F)F)cc1,-6,15,40,70,4,3,21,-3,-12,2,7
CC(C)OC(=O)CSc1nc(N2CCOCC2)c2c(c1C#N)CC(C)(C)OC2,10,19,37,0,-4,-24,-6,-2,9,-1,-3
O=C(Cn1cnc2c(NC(=O)OCc3ccccc3)ncnc21)NCCN1CCOCC1,-2,4,-89,-7,10,-13,3,-5,1,-3,-4
CC(OC(=O)C1CC=CCC1C(N)=O)C(Cl)=C(Cl)Cl (stereo not drawn),5,10,12,-4,8,-34,-1,-4,-5,-3,0
O=C(NCCN1CCCC1)c1cc(-c2ccncc2)nc2ccc(S(=O)(=O)N3CCOCC3)cc12,-9,9,-6,-8,3,7,-2,-5,1,-1,-1
